Bioassay records deposited in PubChem BioAssay by Sanford-Burnham Center for Chemical Genomics.
Mdm2-MdmX inh – inhibitors of human Mdm2/MdmX interaction; 330,000 tested, 3% active; AID 485346; inhibition, % at 8 µM; SaOS-2 split-luciferase Mdm2/MdmX complementation, luminescence;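 active = inhibition of at least 50% at 8 µM in the primary screen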
XBP1 UPR activ – activators of adaptive arm of unfolded protein response (XBP1); CHO-XBP1 luciferase reporter, IRE1-XBP1 UPR activation, luminescence; percent of tunicamycin response, DMSO as zero; activation, % at 20 µM; 330,000 tested, 0.33% active;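 active = versus positive control, 20 µM dose yields 30% or more activation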;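 note: 100% = tunicamycin at 10 µg/mL and 0% = DMSO only wells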
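Assay system: CHO-XBP1 luciferase reporter cells; Schedule: 6 h treatment, 37 °C; Detection: glow luminescence from Steady-Glo reagent; Benchmarks: high control tunicamycin 10 µg/mL final, low control DMSO vehicle only.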
APJ agonist – agonists of human APJ apelin receptor. P35414. AID 2520. CHO-K1 APJ PathHunter beta-arrestin, luminescence; 0% DMSO wells, 100% apelin. 330,000 tested, 0.11% active. activation, % at 20 µM;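 active = activation more than six SD over the plate average, tested at 20 µM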;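 note: 0% = DMSO alone and 100% = apelin-13 at 10 nM; some results filed as inactive read as strong as hits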
Target sequence (P35414 whole entry, looked up): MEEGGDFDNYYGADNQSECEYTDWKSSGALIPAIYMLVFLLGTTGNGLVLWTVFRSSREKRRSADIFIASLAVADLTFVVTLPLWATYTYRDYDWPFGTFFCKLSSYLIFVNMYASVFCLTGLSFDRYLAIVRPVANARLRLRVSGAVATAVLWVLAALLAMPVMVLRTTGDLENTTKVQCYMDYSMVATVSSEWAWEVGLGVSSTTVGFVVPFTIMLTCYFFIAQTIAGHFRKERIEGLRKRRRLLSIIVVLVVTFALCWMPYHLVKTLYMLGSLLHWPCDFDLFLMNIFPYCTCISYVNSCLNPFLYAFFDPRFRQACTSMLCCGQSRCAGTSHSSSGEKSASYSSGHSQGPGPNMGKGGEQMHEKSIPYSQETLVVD
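Incubation: overnight seeding, 90 min compound at 25 °C, 1 h detection; test system: PathHunter CHO-K1 APJ (AGTRL-1) beta-arrestin reporter cells; amount: 1000 cells/well; doses: one dose, 20 µM compound, 1% DMSO; measured by: beta-gal luminescence; measure: agonist-driven arrestin binding to APJ; benchmarks: negative DMSO alone, positive Apelin-13 at 10 nM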
CXCR6 inh – inhibitors of human CXCR6 receptor. O00574. CHO-K1 PathHunter CXCR6 beta-arrestin, luminescence. inhibition, % at 20 µM. 360,000 tested, 0.36% active. AID 602244; in the data active = inhibition above about 34%, passing the limit was not always enough;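 note: antagonist mode with CXCL16 agonist at 10 nM final; 0% = 10 nM CXCL16 with DMSO and 100% = unstimulated wells without agonist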
Target sequence (O00574 whole entry, looked up): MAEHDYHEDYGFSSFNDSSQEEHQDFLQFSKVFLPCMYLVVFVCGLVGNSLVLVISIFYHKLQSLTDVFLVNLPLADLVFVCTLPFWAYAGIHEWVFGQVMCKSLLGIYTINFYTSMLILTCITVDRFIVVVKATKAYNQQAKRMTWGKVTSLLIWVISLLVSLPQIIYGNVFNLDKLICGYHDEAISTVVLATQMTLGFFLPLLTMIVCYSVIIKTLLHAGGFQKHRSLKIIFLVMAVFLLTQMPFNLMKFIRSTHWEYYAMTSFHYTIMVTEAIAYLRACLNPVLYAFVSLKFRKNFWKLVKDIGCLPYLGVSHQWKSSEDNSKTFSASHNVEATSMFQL
tim23-1 inh – tim23-1 yeast growth inhibition; S. cerevisiae tim23-1 growth, BacTiter-Glo luminescence, 24 h; inhibition, % at 20 µM; 330,000 tested, 1.3% active; AID 463212;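 active = growth inhibition of the mutant yeast at or above 50%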;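 note: temperature-sensitive mutant grown at 25 °C; plate controls were DMSO-treated mutant yeast for no effect and medium wells lacking yeast for full effect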
UPR CHOP act – apoptotic UPR (CHOP) activation; CHO-CHOP luciferase reporter, luminescence; percent of tunicamycin response over DMSO baseline; activation, % at 10 µM; 330,000 tested, 0.34% active; AID 449763;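 active = at 10 µM dose, activation of 40% or more, normalized to positive control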;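 note: 100% = tunicamycin at 10 µg/mL and 0% = DMSO alone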
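assay system = CHO CHOP reporter cells | amount = 500 CHO-CHOP cells per well | buffer or medium = F12 with 10% FBS | incubation = 16-18 h cell attachment, then 6 h compound exposure, 37 °C | detection = luminescence read with Steady-Glo | read-out = percent activation relative to tunicamycin control | controls = tunicamycin high control, DMSO low control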
tim10-1 inh – inhibits growth of tim10-1 mutant yeast. inhibition, % at 20 µM. S. cerevisiae tim10-1 ts strain growth, BacTiter-Glo, 24 h. 330,000 tested, 2.2% active;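 active = inhibition of at least 40%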;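 note: mutant grown at 25 °C; 0% = DMSO wells with yeast and 100% = wells holding no yeast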
APJ antag – APJ receptor antagonism; P35414; CHO-K1 APJ beta-arrestin complementation, luminescence; inhibition, % at 20 µM; 330,000 tested, 0.32% active; AID 2521;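 active = inhibition above about 40% at 20 µM, limit read from the data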;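 note: cells challenged with 10 nM apelin-13 agonist together with compound; plate controls were apelin-13 plus DMSO wells for no effect and DMSO wells lacking apelin-13 for full effect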
TIM10 inh – TIM10 yeast growth inhibition; S. cerevisiae TIM10 strain growth, BacTiter-Glo luminescence, 24 h; inhibition, % at 10 µM; 330,000 tested, 1.4% active; AID 463195;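 active = inhibition of 40% or more at the single tested concentration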;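 note: wild-type TIM10 isogenic control strain grown at permissive 25 °C; 0% = DMSO yeast wells and 100% = minimal medium wells without yeast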
Starred values were filed as active, the others as inactive. Not all compounds are listed; rates above refer to the full screens.

[1] Cc1ccc(S(=O)(=O)N2CCOCC2)cc1NC(=O)Cn1ccsc1=N
[2] O=C(CN1CCN(c2ccccc2F)CC1)Nc1ccccc1F
[3] CSc1ccccc1NC(=O)Cn1c([N+](=O)[O-])cnc1C
[4] O=C(O)/C=C1\CCCc2ccccc2C1O (stereo unspecified)
[5] CC(=O)c1ccc(NC(=O)c2ccc(COc3ccccc3[N+](=O)[O-])o2)cc1
[6] O=C(/C=C\c1ccccc1[N+](=O)[O-])Nc1ccccc1

assay / entry	1	2	3	4	5	6
Mdm2-MdmX inh	-8	-15	10	-18	13	-50
tim23-1 inh	11	3	12	6	-5	4
UPR CHOP act	0.1	-3.0	-2.1	2.4	-0.7	4.7
APJ antag	15	15	6	-2	-2	-19
CXCR6 inh	2	3	-1	0	-3	-3
XBP1 UPR activ	-7	-4	-6	-8	-2	4
tim10-1 inh	-6	8	10	-4	14	-28
APJ agonist	-2	1	-4	0	-3	1
TIM10 inh	1	9	-8	1	-2	-11

[7] CC(NC(=O)c1ccc2c(=O)n3c(nc2c1)CCC3)c1ccc(S(N)(=O)=O)cc1 (stereo unspecified)
[8] CC(Oc1ccc(C#N)cc1)C(=O)Nc1ccc(-n2cnnn2)cc1 (stereo unspecified)
[9] COC(=O)c1cc(OC)c(OC)cc1NC(=O)CSc1ccc(C)cc1
[10] Cc1ccccc1Nc1nc2ccccc2s1
[11] Cc1cc(C)c(S(=O)(=O)NCC(c2ccc3c(c2)OCO3)N2CCOCC2)c(C)c1 (stereo unspecified)
[12] C=CCSC1=C(C#N)C(c2ccc(OCC)cc2)CC(=O)N1 (stereo unspecified)

assay / entry	7	8	9	10	11	12
Mdm2-MdmX inh	-19	15	6	-118	-6	-12
tim23-1 inh	-8	3	10	50*	21	33
UPR CHOP act	0.3	1.3	-3.7	5.4	1.2	1.5
APJ antag	13	-4	-4	6	9	-29
CXCR6 inh	1	-5	1	-4	0	11
XBP1 UPR activ	0	0	-2	0	-4	0
tim10-1 inh	-6	2	8	32	25	11
APJ agonist	-1	3	-4	0	7	-1
TIM10 inh	-3	12	7	22	11	18

[13] Cc1nc(NC(=O)CSc2nc(N)cc(N)n2)sc1C
[14] Cc1c(C)n(CC(O)CNCCO)c2ccccc12 (stereo unspecified)
[15] O=C1c2ccccc2C2NC(=O)C3(CCCCC3)N12 (stereo unspecified)
[16] Cc1ccc(N(C(C)C(=O)Nc2c(C)n(C)n(-c3ccccc3)c2=O)S(C)(=O)=O)cc1C (stereo unspecified)
[17] CCc1ccc(N/C(SC)=C(/C#N)C(N)=O)cc1
[18] CCOc1ccccc1N(CC(=O)NC1CCCCC1)S(=O)(=O)c1ccccc1

assay / entry	13	14	15	16	17	18
Mdm2-MdmX inh	25	16	8	12	-30	6
tim23-1 inh	-6	-1	1	1	24	34
UPR CHOP act	0.5	0.9	0.9	-1.2	1.6	1.2
APJ antag	7	1	-10	10	3	9
CXCR6 inh	4	7	-5	6	-4	6
XBP1 UPR activ	7	1	1	-4	0	-2
tim10-1 inh	-15	8	7	-4	16	4
APJ agonist	-1	-4	-3	1	-5	-1
TIM10 inh	-1	-4	-1	-7	5	19

Given with bars between the fields: entries from further up.
# | mol | Mdm2-MdmX inh | tim23-1 inh | UPR CHOP act | APJ antag | CXCR6 inh | XBP1 UPR activ | tim10-1 inh | APJ agonist | TIM10 inh
17 | CCc1ccc(N/C(SC)=C(/C#N)C(N)=O)cc1 | -30 | 24 | 1.6 | 3 | -4 | 0 | 16 | -5 | 5
18 | CCOc1ccccc1N(CC(=O)NC1CCCCC1)S(=O)(=O)c1ccccc1 | 6 | 34 | 1.2 | 9 | 6 | -2 | 4 | -1 | 19

(cont.)
[19] Cc1cc(C)c(NC(=O)CSc2nc3[nH]ncc3c(=O)[nH]2)c(C)c1
[20] O=C(OCCNC(=O)c1cc2ccccc2oc1=O)c1cccnc1
[21] O=C(Nc1ccccc1C(=O)O)c1ccc(Br)c(S(=O)(=O)NCc2ccccc2)c1
[22] O=C(O)CSc1nnc(CNc2ccc(Cl)cc2)n1Cc1ccccc1
[23] COc1ccc(C2N=C(N)N=C(N)N2c2ccccc2OC)cc1OC (stereo unspecified)
[24] COc1ccc(S(=O)(=O)N2CCOCC2)cc1NC(=O)CC1CC2CCC1C2 (stereo unspecified)

assay / entry	19	20	21	22	23	24
Mdm2-MdmX inh	10	7	-7	-17	5	17
tim23-1 inh	4	1	6	-1	7	6
UPR CHOP act	-1.5	0.3	-2.4	0.6	-0.1	2.0
APJ antag	-12	22	1	1	9	8
CXCR6 inh	-10	-6	-10	6	-2	-2
XBP1 UPR activ	-2	2	-2	1	0	1
tim10-1 inh	7	20	7	4	6	6
APJ agonist	-1	-3	2	-1	-7	-4
TIM10 inh	-7	-8	5	-1	0	3

Complete entries from above:
Shown for O=C(OCCNC(=O)c1cc2ccccc2oc1=O)c1cccnc1 → Mdm2-MdmX inh: 7; tim23-1 inh: 1; UPR CHOP act: 0.3; APJ antag: 22; CXCR6 inh: -6; XBP1 UPR activ: 2; tim10-1 inh: 20; APJ agonist: -3; TIM10 inh: -8
Shown for O=C(O)CSc1nnc(CNc2ccc(Cl)cc2)n1Cc1ccccc1 → Mdm2-MdmX inh: -17; tim23-1 inh: -1; UPR CHOP act: 0.6; APJ antag: 1; CXCR6 inh: 6; XBP1 UPR activ: 1; tim10-1 inh: 4; APJ agonist: -1; TIM10 inh: -1

Next part:
[25] Cc1cccc(N2CC3=C(C2=O)C(c2ccccc2)NC(=O)N3C)c1 (stereo unspecified)
[26] O=C(O)c1ccc(-c2nnc(-c3cccc(Br)c3)o2)cc1
[27] COc1cccc(NC(=O)c2cc([N+](=O)[O-])ccc2NCc2cccnc2)c1
[28] COc1ccc(Cl)cc1-c1nc(SCC(=O)N(C)C)n[nH]1
[29] CCn1c(C)nc2cc(C(=O)NNC(=S)Nc3ccc(F)cc3)ccc21
[30] Cc1ccc(N(CC(=O)NC(C)c2ccccc2)S(=O)(=O)c2c(C)noc2C)cc1 (stereo unspecified)

assay / entry	25	26	27	28	29	30
Mdm2-MdmX inh	18	-13	35	7	-59	14
tim23-1 inh	4	24	16	24	8	11
UPR CHOP act	-1.2	4.4	1.5	1.6	4.1	-3.1
APJ antag	18	-7	-6	-1	17	-1
CXCR6 inh	8	9	10	5	14	3
XBP1 UPR activ	3	-1	-4	1	5	-2
tim10-1 inh	2	25	28	6	0	-7
APJ agonist	0	-2	-1	0	-2	-2
TIM10 inh	6	-6	9	-18	-17	6

[31] CS(=O)(=O)Nc1ccccc1NS(C)(=O)=O
[32] CCOC(=O)CC(=O)CSc1nc2c(cc1C#N)CCCCCC2
[33] COc1ccc(S(=O)(=O)N(C)C[C@H]2Oc3c(NC(=O)C4CCCCC4)cccc3C(=O)N([C@H](C)CO)C[C@@H]2C)cc1
[34] CC1=C(C)CC(C(=O)NC2CCCC2)C(C(=O)O)C1 (stereo unspecified)
[35] C[C@@H](NC(=O)c1nc[nH]c1C(=O)NCc1ccc(CNC(=O)OC(C)(C)C)cc1)c1ccccc1
[36] CCOC(=O)c1cc2c(=O)n3ccccc3nc2n(CCCOC)c1=NC(=O)c1ccncc1

assay / entry	31	32	33	34	35	36
Mdm2-MdmX inh	37	-1	3	28	30	-20
tim23-1 inh	11	16	0	-2	19	9
UPR CHOP act	-1.1	-1.5	0.2	1.5	0.1	-0.1
APJ antag	-7	-8	4	-11	3	-4
CXCR6 inh	-3	-6	2	1	5	3
XBP1 UPR activ	2	-2	1	-3	-3	1
tim10-1 inh	5	28	-3	11	11	18
APJ agonist	-1	-1	-6	2	-3	-1
TIM10 inh	14	19	0	-3	12	0

[37] CCOc1cc(C(=O)OCC(=O)Nc2ccc(F)cc2Cl)ccc1OCC(=O)N1CCOCC1
[38] CCOP(=O)(OCC)c1ccc2ccc3ccccc3c(=O)c2c1
[39] COc1ccccc1N1CCN(C(=O)CSc2ccc3c(C)cc(C)nc3n2)CC1
[40] Cc1ccc(S(=O)(=O)/N=C(/Nc2c(C)cccc2C)c2ccccc2)cc1
[41] CCC(C(=O)NCc1ccco1)N(C(=O)CNS(=O)(=O)c1ccccc1)c1ccccc1C (stereo unspecified)
[42] O=C1[C@H]2CC3C=CC2(O3)[C@@H]2OCCCN12 (stereo partly specified)

assay / entry	37	38	39	40	41	42
Mdm2-MdmX inh	12	11	-24	23	-32	13
tim23-1 inh	-2	34	15	19	0	-3
UPR CHOP act	0.8	2.0	-1.8	1.1	-1.6	-0.3
APJ antag	6	-12	11	-6	-15	-1
CXCR6 inh	-7	-5	5	6	-7	-1
XBP1 UPR activ	-3	4	-1	-2	0	0
tim10-1 inh	13	16	26	11	4	-25
APJ agonist	-5	-2	-3	-2	0	9
TIM10 inh	-12	0	23	0	-15	-5

[43] COc1ccc(Cl)cc1NC(=O)CCN1C(=O)C2C3CCC(C3)C2C1=O (stereo unspecified)
[44] c1ccc2c(C[C@@H]3CNCCN3CCC34CC5CC(CC(C5)C3)C4)cccc2c1
[45] O=C(CCN1C(=O)CSC1=O)Nc1ccccc1
[46] O=C(c1ccco1)N1CCC(c2nc(-c3ccccc3Cl)no2)CC1
[47] COc1ccc(-c2nnc(SCC(=O)NC(=O)NCc3ccccc3)o2)cc1
[48] N#Cc1cc2c(nc1SCC1COc3ccccc3O1)CCC2 (stereo unspecified)
[49] CCOC(=O)c1[nH]c2ccc(OC)cc2c1NC(=O)CCN1CCSCC1

assay / entry	43	44	45	46	47	48	49
Mdm2-MdmX inh	20	21	5	24	6	-33	-1
tim23-1 inh	19	10	0	12	11	3	1
UPR CHOP act	0.0	-1.3	3.9	8.8	-1.2	2.3	-0.8
APJ antag	1	3	14	-16	1	6	2
CXCR6 inh	3	-10	-4	-3	2	11	-2
XBP1 UPR activ	-2	7	-2	-1	-8	2	-1
tim10-1 inh	7	-4	4	21	3	-4	-12
APJ agonist	0	-3	2	-3	-1	-3	0
TIM10 inh	-10	7	-4	4	0	-3	6
